# TR SRC2 fluor cs: Texas Red fluorescence interference in TRb-SRC2 counter-screen; TRb/SRC2 Texas Red total fluorescence interference; AID 1479; hit rate 0.29% among 280,000; Potency, µM (doses to about 106 µM), for inactives: at the highest dose fluorescence change, negative = quenching; active = well fitted curve in either direction with a large enough effect; inconclusive = small, poorly fitted or top-dose-only effect; note: % is set by controls: 0 for no effect and ±100 for the full control effect
#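 Human TRb ligand-binding domain at 0.6 uM with 20 nM Texas Red SRC2 peptide in Tris buffer containing 1 uM T3 and 5% DMSO, incubated with compound 5 h at ambient temperature. Total fluorescence (555/632 nm) calculated as parallel + 2 × perpendicular.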
# SMN2 splice enh: SMN2 splice variant enhancement; hit rate 2.8% among 210,000; HEK293 SMN2-luciferase splicing reporter, luminescence, 30-36 h; Potency, µM (series often up to 46.1 µM), for inactives: at the highest dose activity change, positive = activation, actives largely listed as activators; note: % of control where 0% means no effect; nearly all actives have a fitted effect of over 55% in size
#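 HEK293 cells carry an SMN2 […]–luciferase reporter in which exon 7 inclusion puts luciferase in frame. Cells were plated 10-12 h before compound addition, then incubated 30-36 h at 37C. ONE-Glo luminescence was read; sodium butyrate at 4.5 mM final served as control.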
# JMJD2E inh: JMJD2E (human) inhibition; JMJD2E catalytic domain, FDH-coupled NADH fluorescence (FDH is formaldehyde dehydrogenase); AID 2147; Potency, µM (doses to about 57.1 µM), without a hit: at the highest dose activity change, negative = inhibition, hits mostly inhibitors; hit rate 1.6% among 230,000; active = well fitted inhibition curve with a large enough effect, not every such curve was filed as active; inconclusive = small, poorly fitted or top-dose-only effect, or another doubt; inactive = no such curve, though single readings can be large or run the other way;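 note: 0% = wells with enzyme and -100% = buffer wells without enzyme; nearly all actives have a fitted effect of over 50% in size; many of its hits are not listed in these tables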
# Target sequence (B2RXH2 1-337 limits assumed): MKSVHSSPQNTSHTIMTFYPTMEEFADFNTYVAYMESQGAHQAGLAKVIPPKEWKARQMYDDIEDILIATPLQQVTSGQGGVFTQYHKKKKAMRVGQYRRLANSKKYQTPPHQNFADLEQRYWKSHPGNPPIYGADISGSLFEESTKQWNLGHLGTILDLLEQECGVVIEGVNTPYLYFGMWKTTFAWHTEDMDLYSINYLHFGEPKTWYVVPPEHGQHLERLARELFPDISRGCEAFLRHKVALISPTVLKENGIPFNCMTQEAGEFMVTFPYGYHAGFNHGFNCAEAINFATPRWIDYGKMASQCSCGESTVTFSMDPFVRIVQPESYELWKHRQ
# RGS12 GoLoco inh: inhibitors of human Gai1-RGS12 GoLoco interaction (red fluorophore); P63096; Potency, µM (highest dose often 61.6 µM), for inactives: at the highest dose activity, negative = inhibition, most hits filed as inhibitors; hit rate 0.44% among 230,000; Gai1:RGS12 GoLoco peptide FP, rhodamine, 10 min; active = well fitted inhibition curve with a large enough effect, not every such curve was filed as active; inactive = no such curve, though single readings can be large or run the other way; note: % is set by controls: 0 for no effect and ±100 for the full control effect; nearly all actives have a fitted effect of over 30% in size; many of its hits are not listed in these tables
# Target sequence (P63096 whole entry, looked up): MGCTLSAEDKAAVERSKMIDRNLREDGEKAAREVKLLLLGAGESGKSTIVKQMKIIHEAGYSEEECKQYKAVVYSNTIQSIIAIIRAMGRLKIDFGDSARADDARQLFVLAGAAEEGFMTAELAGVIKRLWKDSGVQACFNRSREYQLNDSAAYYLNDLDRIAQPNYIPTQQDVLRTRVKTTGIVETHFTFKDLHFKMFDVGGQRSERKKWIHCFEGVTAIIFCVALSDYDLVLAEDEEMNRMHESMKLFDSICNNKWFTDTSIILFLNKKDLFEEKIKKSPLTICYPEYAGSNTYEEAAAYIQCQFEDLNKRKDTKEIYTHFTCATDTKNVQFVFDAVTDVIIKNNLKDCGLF
# LMNA splice mod: LMNA splicing modulation; HeLa LMNA splicing GFP/RFP minigene ratio, 48 h; Potency, µM (series often up to 46.1 µM), without a hit: at the top dose ratio change, negative = inhibition, actives largely listed as inhibitors; hit rate 0.01% among 200,000; active = well fitted inhibition curve with a large enough effect in the signal ratio, with a control signal flat, not every such curve was filed as active; inconclusive = small, poorly fitted or top-dose-only effect, or effect the other way, or a change in a side signal; the % refers to the signal ratio; note: % is set by controls: 0 for no effect and ±100 for the full control effect
#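 S3 HeLa stable clones carrying a lamin A-EGFP splicing minigene plus DsRed2 were seeded at 600 cells/well in Opti-MEM with 2% FBS, pin-dosed and incubated 48 h at 37°C. Acumen cytometry (488 nm) gave the GFP/RFP total-intensity ratio.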
# RECQ1 inh: blocks DNA unwinding by human RECQ1; P46063; RECQ1 DNA unwinding, red fluorescence kinetic read; Potency, µM (series often up to 57.3 µM), without a hit: top-dose activity, negative = inhibition, usual class: inhibitors; hit rate 0.54% among 240,000; AID 2549;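 note: plate controls were vehicle for no effect and no enzyme for full effect; nearly all actives have a fitted effect of over 30% in size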
#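 50 nM RECQ1T1 preincubated 15 min with compound in Tris pH 8.0 buffer with MgCl2, DTT, Tween-20 and 2.5 ug/ml poly(dI-dC); started with 200 nM TAMRA/BHQ-2 forked duplex and 2 mM ATP. Unwinding read as fluorescence (525/598 nm), two reads 2 h apart.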
# TRb-SRC2 inh: inhibitors of human thyroid hormone receptor beta-SRC2 interaction; P10828; TRbeta-SRC2 peptide binding, fluorescence polarization; receptor liganded with 1 µM T3; hit rate 0.065% among 280,000; Potency, µM (top dose mostly 106 µM), inactives show at the highest dose activity change, negative = inhibition, hits mostly inhibitors;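 note: plate controls were bound peptide for no effect and peptide without receptor for full effect; nearly all actives have a fitted effect of over 50% in size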
#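 Human TRb ligand-binding domain (0.6 uM) is mixed with 20 nM Texas Red SRC2 peptide and 1 uM T3; after compound addition and 5 hr at ambient temperature, polarization is measured and normalized to unbound and bound controls.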
# ALDH1A1 block: ALDH1A1 (human) enzyme inhibition; P00352; Purified ALDH1A1, NADH fluorescence, propionaldehyde substrate; Potency, µM (titrated, usually from 75.3 µM), for the others: at the highest dose activity, negative = inhibition, hits mostly inhibitors; hit rate 7.3% among 220,000; active = well fitted inhibition curve with a large enough effect, not every such curve was filed as active; inconclusive = small, poorly fitted or top-dose-only effect, or another doubt; inactive = no such curve, though single readings can be large or run the other way;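 note: plate controls were no enzyme wells and a reference inhibitor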
# * hit, by the source's call; i = inactive; ? = inconclusive; . = no result given; [ ] = remark or other dose. Unless noted, calls come from the whole dose curve; as a rule, active = well fitted curve in the direction sought with a large enough effect; inconclusive = small, poorly fitted or top-dose-only effect, or another doubt; inactive = no such curve, though single readings can be large; an effect the other way counts as inactive or inconclusive. Potency is the fitted concentration of half-maximal effect. An excerpt; rates above refer to the full screens.
molecule	TR SRC2 fluor cs	SMN2 splice enh	JMJD2E inh	RGS12 GoLoco inh	LMNA splice mod	RECQ1 inh	TRb-SRC2 inh	ALDH1A1 block
CC(C)CN(CC(C)C)CC(O)COc1ccc([N+](=O)[O-])cc1 (stereo not given)	3.8%	-5.0%	-2.2%	12.3%	5.6%	-14.5%	-4.2%	-0.7%
CCCc1[nH]nc2c1C(c1ccoc1)C(C#N)=C(N)O2 (stereo not given)	-0.6%	10.3%	-6.4%	-3.2%	?	-3.2%	2.4%	-9.9%
O=c1[nH]c(S)nc2sc3c(c12)CCCC3	-1.9%	5.3%	?	-21.7%	.	i	1.8%	4.47µM*
CCN(CC)S(=O)(=O)c1ccc(N)cc1	-0.8%[53 µM]	.	9.1%	40.0%[activator]	.	i	11.1%[53 µM]	3.4%
CCCn1cnc2cc(NC(=O)c3cccs3)ccc21	-3.5%	15.8µM*	-1.6%	11.9%	.	i	-0.6%	-7.1%
O=C(NCc1ccco1)C(=O)NCc1ccccc1Cl	-2.0%	7.5%	4.8%	-7.8%	-12.6%	-6.4%	4.4%	5.4%
N#Cc1nc(-c2ccccc2)oc1NCCN1CCCCC1	-1.2%	-1.8%	?	7.0%	6.3%	4.3%	2.7%	?
COc1ccc(NS(=O)(=O)c2ccc(O)c(C(=O)OCC(=O)N3CC(C)OC(C)C3)c2)cc1 (stereo not given)	1.0%	-10.6%	-10.2%	2.6%	-1.1%	-0.1%	10.6%	?
COc1ccc(NC(=S)N2CCCC(c3nc4ccc(C)cc4[nH]3)C2)c(OC)c1 (stereo not given)	1.8%	.	-2.2%	32.0%[activator]	.	5.9%	-1.5%	-12.1%
CCOC(=O)c1sc2nc(C)nc(Nc3ccccc3)c2c1C	-2.4%	-29.8%	?	0.8%	.	-13.9%	0.4%	?
Nc1cccc(C(=O)Nc2ccco2)c1	-0.5%	0.0%	8.1%	16.2%	0.2%	-12.4%	-1.8%	12.2%
COc1cccc2c(C)c(C(=O)O)[nH]c12	-20.6%	-39.8%[inhibitor]	?	25.0%	-3.8%	?	2.7%	?
O=C(N/N=C1/C[C@@H](O)[C@@H](O)[C@@H]2[C@H]3C(=O)N(c4ccc(F)cc4F)C(=O)[C@@H]3CC[C@@H]12)OCc1ccccc1	-1.8%[11.2 µM]	.	.	.	.	-5.8%[11.5 µM]	-0.3%[11.2 µM]	?
CNC(=O)Nc1ccc(S(N)(=O)=O)cc1	-5.7%	.	-20.9%	2.1%	4.4%[46 µM]	-3.1%	1.8%	7.6%
CCc1nnc(NC(=O)c2ccc(OC)cc2)s1	0.6%	3.16µM*	-1.5%	-3.0%	4.7%[46 µM]	-2.3%	-3.2%	-10.7%
O=[N+]([O-])c1ccc(Cl)c(S(=O)(=O)/N=C(/c2ccccc2)N2CCOCC2)c1	-0.8%	-18.1%	-6.1%	1.9%	?	i	-2.4%	-2.4%
Cc1nc(SCC(C)C)[nH]c(=O)c1Cc1ccccc1	-4.5%	-13.5%	1.6%	7.1%	?	-4.6%	0.6%	-6.8%
CCC(=O)NNc1ncnc2c1cnn2-c1cccc(C)c1	-1.3%	-7.1%	?	3.2%	.	-10.6%	4.6%	-1.9%
O=C(O)CCCC(=O)N1N=C(c2c(-c3ccccc3)c3cc(Cl)ccc3[nH]c2=O)CC1c1cccs1 (stereo not given)	-1.0%	10.8%	?	2.2%	-5.3%	-4.1%	-6.4%	?
CN(C(=O)c1ccccn1)C1(C(=O)NC2CCCCC2)CCCCC1	1.2%	-15.8%	0.7%	-3.7%	0.5%	-9.2%	2.2%	-10.0%
O=S(=O)(c1ccccc1Cl)N1CCCC1c1nc(-c2cccc(Cl)c2)no1 (stereo not given)	-3.5%	-51.0%[inhibitor]	-6.0%	8.3%	?	-10.2%	-4.8%	4.5%
O=c1c2cn[nH]c2[nH]c(=S)n1-c1ccccc1Cl	-1.3%	.	?	-4.3%	.	5.6%	-6.6%	?
C[C@H](NC(=O)c1ccc(Br)cc1)C(=O)NCc1ccc(S(N)(=O)=O)cc1	-3.9%	0.9%	6.5%	3.1%	.	7.3%	-8.5%	4.2%
COc1ccc(CC(=O)Nc2ccc(-c3cn4ccccc4n3)cc2)cc1	1.9%	?	?	41.2%[activator]	5.4%	9.2%	-18.1%	?

# Ten structures from above, arranged by count of non-hydrogen atoms, ascending.
molecule	TR SRC2 fluor cs	SMN2 splice enh	JMJD2E inh	RGS12 GoLoco inh	LMNA splice mod	RECQ1 inh	TRb-SRC2 inh	ALDH1A1 block
COc1cccc2c(C)c(C(=O)O)[nH]c12	-20.6%	-39.8%[inhibitor]	?	25.0%	-3.8%	?	2.7%	?
O=C(NCc1ccco1)C(=O)NCc1ccccc1Cl	-2.0%	7.5%	4.8%	-7.8%	-12.6%	-6.4%	4.4%	5.4%
N#Cc1nc(-c2ccccc2)oc1NCCN1CCCCC1	-1.2%	-1.8%	?	7.0%	6.3%	4.3%	2.7%	?
CCOC(=O)c1sc2nc(C)nc(Nc3ccccc3)c2c1C	-2.4%	-29.8%	?	0.8%	.	-13.9%	0.4%	?
CN(C(=O)c1ccccn1)C1(C(=O)NC2CCCCC2)CCCCC1	1.2%	-15.8%	0.7%	-3.7%	0.5%	-9.2%	2.2%	-10.0%
C[C@H](NC(=O)c1ccc(Br)cc1)C(=O)NCc1ccc(S(N)(=O)=O)cc1	-3.9%	0.9%	6.5%	3.1%	.	7.3%	-8.5%	4.2%
COc1ccc(CC(=O)Nc2ccc(-c3cn4ccccc4n3)cc2)cc1	1.9%	?	?	41.2%[activator]	5.4%	9.2%	-18.1%	?
COc1ccc(NC(=S)N2CCCC(c3nc4ccc(C)cc4[nH]3)C2)c(OC)c1 (stereo not given)	1.8%	.	-2.2%	32.0%[activator]	.	5.9%	-1.5%	-12.1%
O=C(O)CCCC(=O)N1N=C(c2c(-c3ccccc3)c3cc(Cl)ccc3[nH]c2=O)CC1c1cccs1 (stereo not given)	-1.0%	10.8%	?	2.2%	-5.3%	-4.1%	-6.4%	?
O=C(N/N=C1/C[C@@H](O)[C@@H](O)[C@@H]2[C@H]3C(=O)N(c4ccc(F)cc4F)C(=O)[C@@H]3CC[C@@H]12)OCc1ccccc1	-1.8%[11.2 µM]	.	.	.	.	-5.8%[11.5 µM]	-0.3%[11.2 µM]	?

# Compound profiles, from the list above. Order of screens: TR SRC2 fluor cs | SMN2 splice enh | JMJD2E inh | RGS12 GoLoco inh | LMNA splice mod | RECQ1 inh | TRb-SRC2 inh | ALDH1A1 block
# COc1ccc(NS(=O)(=O)c2ccc(O)c(C(=O)OCC(=O)N3CC(C)OC(C)C3)c2)cc1 (stereo not given) across the screens: 1.0% | -10.6% | -10.2% | 2.6% | -1.1% | -0.1% | 10.6% | ?
# C[C@H](NC(=O)c1ccc(Br)cc1)C(=O)NCc1ccc(S(N)(=O)=O)cc1 across the screens: -3.9% | 0.9% | 6.5% | 3.1% | . | 7.3% | -8.5% | 4.2%

# Screens from PubChem BioAssay.
